# Assay outcomes as filed in PubChem.
# LEDGF integ inh – blocks HIV-1 LEDGF/p75-dependent DNA integration; TR-FRET IN-LEDGF/p75 DNA integration, Eu/Cy5; inhibition, % at 3.7 µM; hit rate 0.64% among 370,000; AID 743269;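 active means inhibition above the screen-wide mean plus 3 SD, cut at about 13% in these data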;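 further: signal is the Cy5 over europium emission ratio at 671 and 618 nm; 0% = plate median of compound wells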
# ABHD4 inh – inhibitors of mouse ABHD4; purified mABHD4, FP-Rh probe fluorescence polarization; inhibition, % at 8.92 µM; hit rate 0.54% among 370,000; AID 720543;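 active means inhibition exceeding the mean over every tested compound plus 3 SD, cut at about 30% in these data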;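 further: 0% = plate median of compound wells and 100% = S159A mutant with DMSO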
# Target sequence (Q8VD66 whole entry, looked up): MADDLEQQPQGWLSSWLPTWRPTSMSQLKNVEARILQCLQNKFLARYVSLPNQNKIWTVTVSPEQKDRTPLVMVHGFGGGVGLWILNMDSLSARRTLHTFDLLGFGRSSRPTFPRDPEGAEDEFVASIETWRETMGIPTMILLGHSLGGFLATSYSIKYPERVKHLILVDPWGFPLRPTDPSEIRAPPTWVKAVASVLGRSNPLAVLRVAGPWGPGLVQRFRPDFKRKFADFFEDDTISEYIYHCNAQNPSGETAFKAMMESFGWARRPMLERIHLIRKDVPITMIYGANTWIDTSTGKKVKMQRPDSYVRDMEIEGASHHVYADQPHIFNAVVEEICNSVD
#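 system = mouse ABHD4 enzyme, wild type | medium = HEPES pH 7.0, NaCl, Pluronic buffer | also added = FP-Rh probe | incubation = Enzyme–compound pre-incubation 45 min, then probe 60 min, both 25 °C | technique = fluorescence polarization, excitation 525 nm, emission 598 nm, BODIPY TMR filters | controls = S159A mutant high control, sample median low control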
# TCR-CD3 inh – blocks the human TCR-CD3 interaction | hit rate 0.37% among 360,000 | TAMRA-labeled TCR probe fluorescence, biochemical | inhibition, % at 9.4 µM; in the data active means inhibition above about 19%;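 further: recombinant mutant TCR 2C K166C tagged with TAMRA read by polarization; 0% = receptor in buffer alone and 100% = receptor with positive control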
# TDP2 inh – TDP2 (human) inhibition, absorbance primary screen; AID 720702; recombinant TDP2, T5PNP hydrolysis, p-nitrophenol absorbance 415 nm; O95551; inhibition, % at 12.8 µM; hit rate 0.34% among 370,000;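 active means inhibition above the mean of all tested compounds plus 3 SD, set per campaign, cut at about 25% in these data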;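 further: 0% = DMSO with enzyme and 100% = buffer with substrate but no TDP2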
# Target sequence (O95551 whole entry, looked up): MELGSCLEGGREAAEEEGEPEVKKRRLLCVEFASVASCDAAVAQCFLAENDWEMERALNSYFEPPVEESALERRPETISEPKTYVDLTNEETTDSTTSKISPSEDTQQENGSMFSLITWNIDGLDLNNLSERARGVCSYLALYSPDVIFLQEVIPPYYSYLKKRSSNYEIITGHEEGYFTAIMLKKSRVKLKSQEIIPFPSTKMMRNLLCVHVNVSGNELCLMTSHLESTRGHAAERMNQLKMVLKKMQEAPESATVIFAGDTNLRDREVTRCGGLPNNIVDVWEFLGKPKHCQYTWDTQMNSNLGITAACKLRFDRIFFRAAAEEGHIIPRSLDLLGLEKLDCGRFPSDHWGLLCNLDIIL
#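 System: recombinant human TDP2 / Amount: 120 nM TDP2 per well / Also added: 5 mM T5PNP chromogenic substrate / Doses: 12.8 µM single point, 1% DMSO / Incubation: 2 h at 37 °C / Detection: p-Nitrophenol epi absorbance / Evaluation: % inhibition relative to enzyme-containing and enzyme-free wells / Repeats: singlicate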
# rCAG RNA binder – r(CAG) repeat RNA binding; TO-PRO-1 dye displacement fluorescence; inhibition, % at 3 µM; hit rate 1.3% among 370,000;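 active means inhibition above the plate cutoff, the mean of all test compounds on that plate plus 3 SD, cut at about 35% in these data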;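 further: 0% = DMSO alone and 100% = 100 µM mitoxantrone as full dye displacement; higher means more dye released from RNA so lower well fluorescence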
# PRMT1 FP inh – PRMT1 (human) inhibition, primary screen. inhibition, % at 2.79 µM. Q99873. recombinant PRMT1, activity-based probe fluorescence polarization. hit rate 1.3% among 370,000. AID 652257;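 active means inhibition above about 21% made by adding two undisclosed values, limit read from the data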
# Target sequence (Q99873 whole entry, looked up): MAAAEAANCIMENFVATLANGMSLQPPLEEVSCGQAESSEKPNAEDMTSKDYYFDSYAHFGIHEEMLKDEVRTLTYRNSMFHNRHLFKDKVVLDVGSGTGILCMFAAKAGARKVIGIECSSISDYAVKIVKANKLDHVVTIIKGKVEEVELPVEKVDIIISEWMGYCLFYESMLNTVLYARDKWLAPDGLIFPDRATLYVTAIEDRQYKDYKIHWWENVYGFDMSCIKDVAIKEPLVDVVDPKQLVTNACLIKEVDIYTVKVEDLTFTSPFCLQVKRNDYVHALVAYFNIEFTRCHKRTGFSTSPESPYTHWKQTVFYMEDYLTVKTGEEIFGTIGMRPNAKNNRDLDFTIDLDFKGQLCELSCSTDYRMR
# NR1D1 modulator – Rev-erb alpha (human) modulation; P20393; Rev-erbα–FITC-DNA binding, fluorescence polarization, 90 min; activity, % at 10 µM; hit rate 0.79% among 370,000; AID 1259318;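 active means activity above about 14%, limit read from the data; passing the limit was not always enough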;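 further: 0% = DMSO wells with 35 nM protein and 100% = DMSO wells with 750 nM protein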
# HTRA1 inhibitor – inhibitors of human serine peptidase HTRA1 | inhibition, % at 5.96 µM | hit rate 0.5% among 340,000 | AID 504803 | recombinant HTRA1, FP-rhodamine activity-based probe, fluorescence polarization | Q92743; in the data active means inhibition above about 36%;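 further: 0% = enzyme with DMSO and 100% = wells lacking enzyme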
# PG9 binder – small molecules binding HIV-1 gp120 antibody PG9; TR-FRET gp120-PG9 antibody binding; inhibition, % at 6.7 µM; hit rate 0.43% among 360,000; AID 624416; in the data active means inhibition above about 8.5%
# SIAE primary – human SIAE inhibition, primary screen | Q9HAT2 | SIAE FP-Rh probe binding, fluorescence polarization | inhibition, % at 9.66 µM | hit rate 0.69% among 370,000;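 active means inhibition above a cutoff: mean of compounds within the control limits plus 3 SD of those, cut at about 17% in these data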;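 further: 0% = plate median of compound wells and 100% = probe without SIAE protein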
# The depositor's hits bear a star; nt = not tested or not shown. This is a subset; the hit share may differ from the screen's.
SMILES,LEDGF integ inh,ABHD4 inh,TCR-CD3 inh,TDP2 inh,rCAG RNA binder,PRMT1 FP inh,NR1D1 modulator,HTRA1 inhibitor,PG9 binder,SIAE primary
CCOC(=O)c1oc2nc(C)c3c(c2c1N)CC(C)(C)OC3,-1,6,1,0,-2,0,-3,5,1.6,0
COc1cc(/C=C/C(=O)N2CCCN(C(=O)/C=C/c3cc(OC)c(OC)c(OC)c3)CC2)cc(OC)c1OC,-1,-8,12,0,-9,-1,-4,-3,-3.2,4
COc1ccc(Oc2ccc(C(F)(F)F)cc2NC(=O)c2ccc(F)cc2)cc1,-3,-24,-8,-5,3,0,0,nt,-1.4,-6
COCC#Cc1cnc2c(c1)C(=O)N([C@@H](C)CO)C[C@H](C)[C@H](CN(C)C(=O)c1ccc3c(c1)OCO3)O2,2,-3,7,7,6,-4,0,nt,-0.3,8
COc1ccccc1-c1cc(-c2ccc(C)cc2)nc(SCc2nnc(-c3ccccc3)o2)c1C#N,4,6,2,-10,4,2,3,-3,-1.6,0
CCCc1c(-c2ccccc2)ncn1Cc1ccccc1OC,0,1,3,3,-1,-1,4,nt,0.8,-1
CCN(CC)CCN(C(=O)Cn1nnc(-c2ccc(OC)c(OC)c2)n1)C(C(=O)NC1CCCC1)c1ccc(F)cc1 (stereo not given),1,2,-4,-2,-6,0,-4,-2,-1.0,-5
COc1ccc(C2=Nn3c(nnc3-c3cccnc3)SC2)cc1,3,3,4,-6,-2,-3,-6,-15,-1.0,9
COc1cc(OC)c(S(=O)(=O)Nc2ccc(C(=O)N3CCCC3)cc2)cc1NC(C)=O,1,-2,0,11,-1,-3,7,2,-3.3,2
O=C(O)c1ccccc1Cc1ccc(F)c2ccccc12,5,2,2,-1,4,2,0,2,0.8,0
COc1ccc(-c2csc(N(CC3CCCO3)C(=O)c3ccco3)n2)cc1 (stereo not given),-3,1,-4,2,-2,1,-3,-27,0.5,-1
Cc1ccc(S(=O)(=O)CCC(=O)Nc2sccc2C#N)cc1,-1,-1,-1,14,1,-2,2,3,-1.7,5
CC(C)C(=O)Nc1cccc(C(=O)Nc2nccs2)c1,-1,7,1,10,2,-3,-3,0,-2.8,6
Cc1ccc(S(=O)(=O)Nc2ccc(S(=O)(=O)N3CCOCC3)cc2)cc1[N+](=O)[O-],0,-4,-4,-11,9,0,4,-3,1.4,1
COc1ccccc1N(C(=O)CNC(=O)c1ccco1)C(C(=O)NCC1CCCO1)c1ccccc1 (stereo not given),-2,4,-4,10,-4,1,0,5,-0.7,2
CCCn1c(N)c(C(=O)CSc2nc3ccccc3c(=O)n2Cc2ccccc2)c(=O)[nH]c1=O,2,-7,3,-1,1,-5,74*,-3,0.7,-17
O=C(COC(=O)c1cccc(S(=O)(=O)N2CCN(c3ccccc3)CC2)c1)NCC1CCCO1 (stereo not given),-2,5,0,9,-2,8,0,-1,-0.7,-3
CC(C)CCNC(=O)C12CN(Cc3ccccc3)CC1C(c1ccc([N+](=O)[O-])cc1)=NO2 (stereo not given),0,-9,1,-4,14,22*,-1,-14,1.5,5
CN1CCN(S(=O)(=O)c2ccc3c(c2)NC(=O)C2CCCN32)CC1 (stereo not given),-2,-7,3,8,4,2,3,9,-0.8,5
CCN(CC)CCNC(=O)Cc1nn(Cc2ccccc2)c(=O)c2ccccc12,4,1,-3,-4,-5,-10,1,-6,-1.8,9
COc1ccc(NC(=S)N2CCc3ccccc3C2)cc1OC,-3,7,-4,-1,-3,6,-2,-1,-0.6,5
CCN1CCCCC(NC(=O)c2ccc(F)cc2)C1=O (stereo not given),-3,2,nt,1,1,6,-2,nt,nt,-1
Cc1cccc(CCNC(=O)C2CCN(S(=O)(=O)c3c(C)nn(C)c3C)CC2)c1,2,-4,-1,-9,-2,-1,3,0,-1.3,8
CCOC(=O)c1cnc2cc(-c3ccc(C)cc3)nn2c1C,0,-8,-1,-7,4,4,3,-9,-1.4,4
CCOC(=O)c1cccc(NC(=O)CN(c2ccc(C)cc2)S(=O)(=O)c2c(C)n[nH]c2C)c1,5,-13,-1,-4,-1,-2,0,-20,-0.8,-6
SMILES,LEDGF integ inh,ABHD4 inh,TCR-CD3 inh,TDP2 inh,rCAG RNA binder,PRMT1 FP inh,NR1D1 modulator,HTRA1 inhibitor,PG9 binder,SIAE primary
CCc1cc2c(cc(C(=O)O)n2C)s1,2,11,5,-4,0,4,-1,1,0.0,2
COc1cccc(-c2nc(CS(=O)(=O)CC(=O)NCCc3ccc(OC)cc3OC)c(C)o2)c1,1,-1,2,13,1,-3,1,-20,-0.2,-5
Cc1cccc(/C=N\Nc2nnc(-c3ccccc3)c(=O)[nH]2)c1,-1,5,8,-1,1,-3,-2,-1,2.4,-18
CC1(Oc2cccc(F)c2)CCN(Cc2ccc3ccccc3c2)C1 (stereo not given),-1,4,0,6,0,2,5,nt,-0.1,4
CCCC(=O)OC[C@H]1CN(C2CCCC2)S(=O)(=O)c2c(F)cccc2O1,6,-2,9,-4,0,-1,0,nt,-3.6,0
Cc1cc(C)n(C(=O)C(C)n2nc([N+](=O)[O-])c(Br)c2C)n1 (stereo not given),-1,-1,0,1,1,3,2,0,1.0,-5
Cc1cc(NC(=O)C(C)C)ncc1NC(=O)Cc1ccccc1,-1,-6,-2,3,-1,-3,0,4,-0.9,3
O=C(NCCCN1CCOCC1)C(=O)N/N=C/c1c(Cl)cccc1Cl,1,3,5,9,-6,-2,-3,-3,1.1,4
CCC(NC(=O)c1ccccc1NC(=O)c1ccc(OC)cc1)C(=O)N1CCCC1 (stereo not given),-6,5,-9,4,-6,4,6,-2,-0.9,-8
CCOc1ccc(-n2c(Cc3cc(=O)[nH]c(=O)[nH]3)nnc2SCC(=O)OC)cc1,-3,-2,-5,9,2,3,3,-1,0.0,0
Cn1c(SCC(=O)NCCN2C(=O)CSC2=O)nnc1-c1ccccc1,-2,3,9,2,1,-2,1,-1,-2.1,-2
CCOc1ccc(C(C(=O)NC2CCCCC2)N(CCOC)C(=O)c2snc(C(N)=O)c2N)cc1 (stereo not given),-1,-2,8,9,-5,-1,-4,1,-0.9,-5
COc1ccc(CNC(=O)/C=C/c2cc([N+](=O)[O-])ccc2OC(F)F)cc1,2,-4,3,7,-1,1,-7,-8,-2.0,-2
Cc1c(C)c2ccc(O[C@@H]3O[C@H](CO)[C@@H](O)[C@H](O)[C@H]3O)c(C)c2oc1=O,4,-3,3,-6,3,-9,-6,8,-2.1,-3
CCOc1ccc(NC(=O)N(C2CCCCCC2)C2CCN(C(C)=O)CC2)cc1,2,1,0,4,-1,-2,0,-3,1.6,2
CCN(c1ccccc1)S(=O)(=O)c1cccc(C(=O)NCc2ccccn2)c1,2,-2,0,2,-6,0,-8,1,0.0,-5
CC(NC(=O)c1ccccc1F)c1ccccc1 (stereo not given),3,13,-1,-2,-2,-3,0,7,-0.6,0
COc1ccccc1-n1cnnc1SC1CCOC1=O (stereo not given),-1,5,4,2,0,-3,-1,2,-2.8,0
CCCCCCCCCC(=O)N1c2ccccc2NC(=O)C1CC(=O)Nc1ccc(C(=O)O)cc1 (stereo not given),0,-57,7,2,74*,1,-2,-22,-0.1,-1
CC(=O)N/N=C(\N)c1nonc1N,-2,5,-4,6,-2,1,-3,nt,-1.0,-3
CCC1CCCCN1CCCNC(=O)c1ccc(CS(=O)(=O)Cc2ccccc2F)o1 (stereo not given),-5,-3,-6,-7,1,-2,7,-2,-2.2,-3
CC(Oc1ccc2c3c(c(=O)oc2c1)CCCC3)C(=O)NCC1CCC(C(=O)O)CC1 (stereo not given),1,1,11,-5,0,-5,0,1,-0.8,0
COc1c(C(O)CC(C)C)ccc2c1C(=O)OCc1cc(C)cc(O)c1O2 (stereo not given),0,0,-3,8,2,4,-6,-19,0.2,1
Cc1cc(NC(=O)c2sc3ccccc3c2O)no1,2,-11,-1,-5,3,17,-3,9,-6.2,-58
CCc1nc2ccc(C(=O)Nc3cc(-c4ccccc4)ccc3OC)cn2c1N(CC)Cc1cccc(Br)c1,-2,31*,2,2,9,-2,-3,nt,-1.7,2
SMILES,LEDGF integ inh,ABHD4 inh,TCR-CD3 inh,TDP2 inh,rCAG RNA binder,PRMT1 FP inh,NR1D1 modulator,HTRA1 inhibitor,PG9 binder,SIAE primary
COc1ccccc1C/C(N)=N/OC(=O)c1ccc2c(c1)OCO2,0,-8,-5,-6,-5,-2,-9,-14,-1.7,6
CC[C@H](C)[C@H]1CNC(=S)N1CC1CCN(CCC(C)C)CC1,-1,1,4,7,0,-1,4,6,0.1,9
COc1cc(Cn2c(=O)oc3ccc(C)cc32)ccc1OC(C)C,1,2,-2,1,-7,-3,4,-10,0.1,-1
CCOC(=O)c1sc2nc(CC(=O)OC)nc(NCc3ccco3)c2c1C,2,15,0,1,15,22*,5,25,0.0,9
CC(C)c1cc(C(=O)N2CCCC(C(=O)c3ccc4ccccc4c3)C2)on1 (stereo not given),7,-7,-5,-7,-6,-2,6,-26,1.0,-3
COCCC(=O)N1CCC(Oc2ccc(C(=O)N3C[C@@H](C)O[C@@H](C)C3)cc2)CC1,2,6,1,3,-7,1,0,8,-0.8,1
CCOC(=O)CNc1ccc(OC(F)(F)F)cc1,3,1,5,-4,-1,-3,4,3,-1.8,3
Cc1cc(N2CCOCC2)n2ncc(-c3ccc(Cl)cc3)c2n1,3,-2,-8,12,-2,-2,8,8,1.3,-4
COc1cc(C)c(NC(=O)Cc2ccsc2)cc1OC,0,2,7,2,1,7,4,-5,-0.9,3
C[C@@H]1CCCCO[C@H](CN(C)C(=O)Nc2ccc(F)cc2)[C@@H](C)CN([C@H](C)CO)C(=O)c2cc(N(C)C)ccc2O1,3,-3,7,-5,2,-1,-4,2,2.1,-5
O=C(Nc1ccccc1)C(O)C(O)C(=O)Nc1ccccc1 (stereo not given),-2,3,10,13,1,-4,-1,-17,-0.3,1
COc1ccc2[nH]c(=O)c(CN(CC3CCCO3)C(=O)Nc3ccccc3OC)cc2c1 (stereo not given),-2,4,6,-3,-6,-2,-1,2,-0.7,5
Cc1cccc(NC(=S)N(CCN2CCOCC2)Cc2cc3cc4c(cc3[nH]c2=O)OCO4)c1,-4,-8,-2,-2,1,1,-3,1,2.3,-1
CCC(C)(C)NC(=O)C(c1ccccc1F)N(Cc1ccco1)C(=O)c1csnn1 (stereo not given),-1,2,0,0,-5,-3,0,0,-0.5,3
CC(=O)c1c(COC(=O)c2ccc(C)cc2)nc2ccccc2[n+]1[O-],1,1,-1,0,-7,-2,-3,nt,-1.8,3

# In another format: three of the compounds above.
Structure | LEDGF integ inh | ABHD4 inh | TCR-CD3 inh | TDP2 inh | rCAG RNA binder | PRMT1 FP inh | NR1D1 modulator | HTRA1 inhibitor | PG9 binder | SIAE primary
COCCC(=O)N1CCC(Oc2ccc(C(=O)N3C[C@@H](C)O[C@@H](C)C3)cc2)CC1 | 2 | 6 | 1 | 3 | -7 | 1 | 0 | 8 | -0.8 | 1
CCOC(=O)CNc1ccc(OC(F)(F)F)cc1 | 3 | 1 | 5 | -4 | -1 | -3 | 4 | 3 | -1.8 | 3
Cc1cc(N2CCOCC2)n2ncc(-c3ccc(Cl)cc3)c2n1 | 3 | -2 | -8 | 12 | -2 | -2 | 8 | 8 | 1.3 | -4
